# tim23-1 inh = growth inhibitors of tim23-1 mutant yeast, primary screen, luminescence, uHTS; S. cerevisiae tim23-1 growth, BacTiter-Glo luminescence, 24 h; inhibition, % at 20 µM; 330,000 compounds, 1.3% hits;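 active = growth inhibition of the mutant yeast at or above 50%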;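 also: temperature-sensitive mutant grown at 25 °C; plate controls were DMSO-treated mutant yeast for no effect and medium wells lacking yeast for full effect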
# beta cell repl = inducers of MIN6 beta-cell proliferation, primary screen, ATP luminescence, uHTS; MIN6 cells proliferation, ATPlite luminescence, 48 h; cells starved in 0.2% serum; 100% = growth in 10% serum; proliferation, % at 10 µM; 330,000 compounds, 0.29% hits;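 active = compounds whose signal lies at least 3.5 SD above the mean of all wells on their plate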;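 also: 0% = DMSO-treated cells in low-serum medium and 100% = 10% serum control; some compounds called inactive have numbers as strong as hits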
# APJ agonist = agonists of human apelin receptor APJ, primary screen, CHO-K1 cells, PathHunter beta-arrestin, luminescence. P35414. 0% DMSO wells, 100% apelin. activation, % at 20 µM. 330,000 compounds, 0.11% hits. AID 2520, 2010;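 active = activation more than six SD over the plate average, tested at 20 µM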;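 also: 0% = DMSO alone and 100% = apelin-13 at 10 nM; some results filed as inactive read as strong as hits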
# Target sequence (P35414 whole entry, looked up): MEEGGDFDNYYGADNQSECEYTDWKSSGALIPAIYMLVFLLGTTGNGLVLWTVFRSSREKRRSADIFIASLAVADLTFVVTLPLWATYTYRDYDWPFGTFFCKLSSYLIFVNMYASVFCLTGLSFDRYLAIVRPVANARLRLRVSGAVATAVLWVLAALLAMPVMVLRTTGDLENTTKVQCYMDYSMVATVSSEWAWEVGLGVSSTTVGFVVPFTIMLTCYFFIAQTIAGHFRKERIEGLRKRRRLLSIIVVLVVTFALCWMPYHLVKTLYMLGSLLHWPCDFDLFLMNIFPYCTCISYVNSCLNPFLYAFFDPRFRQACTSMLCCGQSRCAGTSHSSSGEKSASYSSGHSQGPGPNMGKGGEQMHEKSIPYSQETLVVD
#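 Test system – PathHunter CHO-K1 APJ (AGTRL-1) beta-arrestin reporter cells · Input – 1000 cells/well · Compound – single test compound dose, 20 µM final, 1% DMSO · Times – compound stimulation 90 min at 25 °C, detection 60 min · Technique – beta-gal luminescence · Read-out basis – APJ–arrestin association signal · Control set – negative DMSO alone, positive Apelin-13 at 10 nM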
# APJ antag = antagonists of human apelin receptor APJ, primary screen, CHO-K1 cells, beta-arrestin complementation, luminescence; P35414; inhibition, % at 20 µM; 330,000 compounds, 0.32% hits; AID 2521, 2010;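 active = inhibition above about 40% at 20 µM, limit read from the data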;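 also: cells challenged with 10 nM apelin-13 agonist together with compound; plate controls were apelin-13 plus DMSO wells for no effect and DMSO wells lacking apelin-13 for full effect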
# tim10-1 inh = growth inhibitors of tim10-1 mutant yeast, primary screen, luminescence, uHTS. S. cerevisiae tim10-1 ts strain growth, BacTiter-Glo, 24 h. inhibition, % at 20 µM. 330,000 compounds, 2.2% hits;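 active = inhibition of at least 40%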;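 also: mutant grown at 25 °C; 0% = DMSO wells with yeast and 100% = wells holding no yeast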
# GRIN3A LBD mod = binders of NR3A ligand-binding domain, primary screen, biophysical, differential scanning fluorimetry, uHTS. Glutamate receptor ionotropic, NMDA 3A (GRIN3A) ligand-binding domain. NR3A LBD differential scanning fluorimetry, Tm shift; 0% = protein alone, 100% = glycine-bound protein. Tm shift relative to glycine control, % at 25 µM. 340,000 compounds, 2.5% hits. AID 1259313, 2017;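 active = melting temperature shift of at least 10% of the positive control shift, at one fixed dose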
# TIM10 inh = growth inhibitors of isogenic TIM10 control yeast, primary screen, counter-screen for tim10-1 yeast inhibitor project, luminescence, uHTS; inhibition, % at 10 µM; S. cerevisiae TIM10 strain growth, BacTiter-Glo luminescence, 24 h; 330,000 compounds, 1.4% hits;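 active = inhibition of 40% or more at the single tested concentration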;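 also: wild-type TIM10 isogenic control strain grown at permissive 25 °C; 0% = DMSO yeast wells and 100% = minimal medium wells without yeast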
# NALP3 yeast inh = NALP3 inflammasome inhibitors in reconstituted yeast, primary screen, luminescence, uHTS. Yeast reconstituted NLRP3/ASC/caspase-1, beta-gal luminescence, 24 h. inhibition, % at 10 µM. 330,000 compounds, 0.39% hits;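 active = inhibition of 50% or more; inactive = inhibition below 50%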;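 also: plate controls were induced DMSO wells for no effect and uninduced yeast grown without galactose for full effect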
# MPTP inh = mitochondrial permeability transition pore inhibitors, primary screen, biochemical, isolated mouse mitochondria, absorbance; Ca2+ swelling absorbance, 30 min; inhibition, % at 10 µM; 360,000 compounds, 1.4% hits;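 active = inhibition of 50% or more, scaled per plate between neutral and stimulator controls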;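 also: 0% = DMSO wells given calcium and 100% = 1 mM EGTA wells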
# Numbers without * were called inactive; · = not tested or not shown.
SMILES,tim23-1 inh,beta cell repl,APJ agonist,APJ antag,tim10-1 inh,GRIN3A LBD mod,TIM10 inh,NALP3 yeast inh,MPTP inh
CCOc1ccc(OCC)c(NC(=O)C2CCN(S(=O)(=O)c3cccnc3)CC2)c1,-1,0,-2,11,-3,0,-2,17,-0.9
O=C(N/N=C/c1ccccn1)c1cccs1,13,-2,-4,4,-39,-2,8,16,-2.2
CCCn1c(N)c(N(CCOC)C(=O)CCC2CCCCC2)c(=O)[nH]c1=O,4,0,0,16,-9,1,2,-1,-0.1
CCN(CC)C(=O)Cn1cc(SCC(=O)NCc2ccco2)c2ccccc21,18,4,0,2,17,0,3,5,-2.3
O=C(OCC(=O)N1CCCc2ccccc21)C1CCN(S(=O)(=O)c2cccs2)CC1,31,-2,-1,3,31,1,8,-2,-0.4
N/C(=N\OC(=O)c1cccc(Br)c1)c1ccc([N+](=O)[O-])cc1,16,-1,14,-68,20,14*,4,31,2.3
C/C=C/C(=O)Nc1nnc(C(C)C)s1,11,1,-3,19,-9,-3,8,22,-3.5
O=C(O)c1c(F)c(F)c(F)c(F)c1-c1ccc(Cl)cc1,12,-3,-5,6,20,0,9,13,0.7
Cc1ccc(CNC(=O)[C@H](C)NC(=O)C2CCN(C(=O)[C@@H](N)CC(C)C)CC2)cc1,10,-2,-3,7,6,1,-2,16,1.4
O=C(CSC1=NCCS1)Nc1cccc(F)c1,3,-2,-4,0,2,3,21,20,-0.4
O=C(N/N=C/c1cc([N+](=O)[O-])ccc1O)C1CC1,2,1,-4,10,0,1,21,10,-1.7
Cn1c(CNC(=O)C2CCCCC2)cc2cc(Cl)ccc21,9,-4,0,-5,3,-1,-6,10,-0.2
Cc1nc2ccc(Cl)cc2c(-c2ccccc2Cl)c1CC(=O)O,13,0,-1,1,-1,-2,6,-2,1.0
O=Nc1ccc(NOC(=O)c2ccccc2)cc1,59*,-4,6,-8,44*,-2,46*,3,-2.4
O=S(=O)(c1ccc(N2CC=C(c3ccccc3)CC2)nc1)N1CCCC1,10,-2,2,-6,30,0,-9,5,2.5
CC(C)CN(C(=O)c1cc(Cl)nc2ccccc12)C1CCS(=O)(=O)C1 (stereo not drawn),6,1,-1,-12,-8,0,15,10,-0.9
O=C(N/N=C/c1cccc2ccccc12)c1cccc(F)c1,42,-1,-1,-7,-17,7,20,17,-1.6
Cc1sc2nc(SCC(=O)C(C)(C)C)n(Cc3ccco3)c(=O)c2c1C,25,-4,-7,28,35,3,25,-5,3.7
Cc1ccc(C(=O)OCC(=O)NNC(=O)c2ccccc2)c(O)c1,-7,-1,-1,0,-25,0,-9,2,-1.1
COc1ccc(C(=O)N2CCCN(C)CC2)cc1S(=O)(=O)N1CCCc2ccccc21,26,2,-2,5,16,2,1,1,0.1
COc1ccc(CCNC(=O)C(CC(C)C)NC(N)=O)cc1 (stereo not drawn),11,-1,0,-10,6,-1,9,-5,-2.3
COc1cccc(-c2cc(C(=O)Nc3cc(C)nn3-c3ccccc3)no2)c1,-29,-4,-3,10,6,2,-15,-1,0.9
COc1cccc(C2=CC(c3ccccc3)n3ncnc3N2)c1 (stereo not drawn),24,0,8,-6,21,·,16,9,·
O=C(Cn1[nH]c(=O)c2ccccc2c1=O)Nc1cccc(S(=O)(=O)N2CCCCCC2)c1,16,-2,-2,-18,8,-13,7,5,0.2
CS(=O)(=O)Cc1ccc(C(=O)NC2CCSc3ccccc32)cc1 (stereo not drawn),5,0,1,18,-22,-1,2,20,-0.9
O=C(c1cnc(N2CCN(c3ncccn3)CC2)c2ccccc12)N1CCN(c2ccccn2)CC1,-3,0,5,-16,17,0,37,14,-1.2
CO/N=C/CC(=O)c1ccc([N+](=O)[O-])c(CS(=O)(=O)c2ccc(Cl)cc2)c1,22,-6,1,-11,25,-2,7,22,0.3
c1ccc(C2COC(c3cccs3)=N2)cc1 (stereo not drawn),13,2,-4,5,12,0,-11,21,-0.4
COc1ccc(CN2CCC(=O)N(CCO)CC2)cc1OC,-9,-1,-1,6,-19,-2,12,14,-0.8
Cn1c(Cn2c(=O)sc3ccccc32)nnc1SCC(=O)NCc1ccc2c(c1)OCO2,-2,-3,-2,-49,-4,1,-5,4,-1.1
Cc1c(NC(=O)C(C)Sc2nc(N)cc(=O)[nH]2)c(=O)n(-c2ccccc2)n1C (stereo not drawn),6,5,-5,-7,3,1,2,14,-0.2
CC(C)c1nc2cc(C(=O)NC(C)c3cnn(C)c3)ccc2o1 (stereo not drawn),6,-1,-1,8,-4,-1,3,2,-0.2
C=CCNc1nnc(Cc2ccc(F)cc2)c(=O)[nH]1,-1,-2,0,11,1,1,11,12,0.5
C=CCNC(=S)/N=c1/ccccn1C,-8,1,-4,7,5,8,2,22,2.0
CS(=O)(=O)N(Cc1ccc(C(=O)NCCSCc2ccco2)cc1)c1ccccc1,5,-2,0,-1,13,1,-1,1,0.6
CC1CCN(S(=O)(=O)c2ccccc2[N+](=O)[O-])CC1,13,-3,1,-11,19,-11,3,1,9.7
CC1=C(/C=C/C(=O)O)C(C)(C)CCC1,1,0,-5,1,9,0,3,7,-0.6
CCOc1ccc(S(=O)(=O)N2CCN(Cc3ccc4c(c3)OCO4)CC2)cc1OCC,17,-1,0,4,13,-2,22,5,3.7
CC1(C)C(=O)OC(c2ccco2)C(C)(C)C1=O (stereo not drawn),7,-2,-2,7,9,1,-2,-1,-1.4
O=C(O)/C=C/C(=O)NNC(=O)c1cc(-c2ccccc2)n[nH]1,8,-3,-2,-2,-10,-12,-2,9,-0.8

# 3 entries from above in a different format:
molecule | tim23-1 inh | beta cell repl | APJ agonist | APJ antag | tim10-1 inh | GRIN3A LBD mod | TIM10 inh | NALP3 yeast inh | MPTP inh
CC1=C(/C=C/C(=O)O)C(C)(C)CCC1 | 1 | 0 | -5 | 1 | 9 | 0 | 3 | 7 | -0.6
CCOc1ccc(S(=O)(=O)N2CCN(Cc3ccc4c(c3)OCO4)CC2)cc1OCC | 17 | -1 | 0 | 4 | 13 | -2 | 22 | 5 | 3.7
CC1(C)C(=O)OC(c2ccco2)C(C)(C)C1=O (stereo not drawn) | 7 | -2 | -2 | 7 | 9 | 1 | -2 | -1 | -1.4

# (more compounds)
SMILES,tim23-1 inh,beta cell repl,APJ agonist,APJ antag,tim10-1 inh,GRIN3A LBD mod,TIM10 inh,NALP3 yeast inh,MPTP inh
COc1ccc2cc3cc(C(=O)NCCCN4CCC(C)CC4)oc3nc2c1,31,2,3,5,18,0,77*,6,-0.8
Cn1c(=O)c2c(ncn2CC(=O)N/N=C/C(Br)=C/c2ccccc2)n(C)c1=O,17,-3,-2,-6,28,0,19,-2,0.3
CCOc1ccc(-n2c(=O)c3sccc3n(CC(=O)NCC3CCCO3)c2=O)cc1 (stereo not drawn),12,-1,-5,-1,-5,1,-6,5,-2.6
CCN(Cc1cc(=O)[nH]c2ccccc12)C(=O)c1ccc(C)cc1,11,-2,-4,29,5,0,9,-10,0.5
COc1cccc(CN(C)C(=O)C(CCSC)NS(=O)(=O)c2ccc3c(c2)OCCO3)c1OC (stereo not drawn),20,4,3,6,31,-1,15,14,-0.5
Cc1nn2c(nc1=O)SCC(c1ccccc1)=N2,16,0,-1,2,39,0,2,-19,-1.2
CCOC(=O)c1[nH]nc(-c2c(O)cc(C)cc2O)c1-c1csc(C)n1,11,0,-1,21,5,1,2,7,5.2
CC[C@@H]1CC=C[C@H]2[C@H]1C(=O)N(Cc1ccccc1)[C@H]2c1ccoc1,-14,-8,-1,13,77*,-2,-4,8,0.7
O=C(COC(=O)C1CC1)NCCc1ccccc1,15,2,-4,5,8,-1,-2,14,-1.4
COc1ccccc1C(=O)NNC(=O)c1ccc(F)cc1,6,-3,-4,16,4,-1,2,-2,0.5
CCC(C(=O)Nc1cc(C)on1)c1ccccc1 (stereo not drawn),-9,0,2,8,-5,0,-11,12,0.5
COc1ccc(OC)c(-c2cc(C(=O)Nc3c(C)n(C)n(-c4ccccc4)c3=O)no2)c1,23,-4,-4,18,20,-1,1,-8,0.5
COc1ccc(N(CC(=O)Nc2cc(Cl)ccc2C)S(=O)(=O)c2c(C)n[nH]c2C)cc1,16,-3,-1,-14,16,0,17,4,1.5
O=Cc1c(NCCc2ccc(F)cc2)c2ccccc2[nH]c1=O,19,-2,0,16,-3,-2,-3,20,0.6
NC(=O)CC(NC(=O)c1ccccc1)c1ccc(NCc2ccccn2)c([N+](=O)[O-])c1 (stereo not drawn),7,1,-6,-6,11,1,22,16,0.5
Cc1ccc(/C=N\NC(=O)c2csnn2)cc1,2,-1,-2,12,-4,-1,-14,28,-1.7
COc1cccc2sc3ccc(C#CC4(O)CCCCC4)cc3c(=O)c12,50,-9,1,12,41*,-17,25,-5,-1.9
COc1ccc(NS(=O)(=O)c2cccc(C(=O)N/N=C/c3ccccn3)c2)cc1,-9,1,0,-27,14,-2,-7,-12,-2.4
O=C(Nc1cccc(S(=O)(=O)N2CCOCC2)c1)c1ccc(Cl)nc1,0,-2,-1,-7,-1,4,-2,15,1.4
CC(=O)OC(C[N+]1(C)CCCCCC1)c1ccccc1 (stereo not drawn),1,4,-3,14,0,0,0,14,0.0
Cc1nc2scc(-c3cccs3)c2c(=O)n1CC(=O)O,15,-1,-1,-7,8,1,-3,11,0.6
N#Cc1c(-c2ccccc2)oc(=O)c2ccccc12,22,0,0,-2,27,-1,-16,17,0.9
COc1ccccc1C(=O)N/C(=C/c1ccc2c(c1)OCO2)C(=O)Nc1ccc(C(=O)O)cc1,1,2,-2,13,-10,-1,13,3,-2.4
CC(=O)Nc1c(OC(C)=O)ccc2c(C)cc(=O)oc12,1,-2,-3,15,6,1,-6,-9,-9.3
Cc1cccc(N2CCN(C(=O)COc3ccc4c(c3)CCC4)CC2C)c1 (stereo not drawn),29,-3,0,-10,6,0,4,14,1.3
CCOC(=O)C1=C(COC(=O)c2cccc(Br)c2)NC(=O)NC1C (stereo not drawn),4,-3,8,-9,-2,-1,3,6,-1.3
COc1ccc(C(C2C(=O)CC(C)(C)CC2=O)C2C(=O)CC(C)(C)CC2=O)cc1CO,6,0,-4,7,10,0,-1,21,0.4
COc1ccc(Cl)cc1NC(=S)NCc1ccco1,35,-1,0,9,55*,-10,20,2,10
O=C(N[C@@H](Cc1ccccc1)C(=O)OCC(=O)N1CCOCC1)c1cccs1,11,-1,-3,-9,-2,1,-12,9,0.2
COc1ccc(OC)c(S(=O)(=O)Nc2ccc3c(c2)n(C)c(=O)n3C)c1,5,-2,-2,-1,3,1,-14,19,0.9
c1ccc(N=Nc2cn[nH]c2-c2ccco2)cc1,51*,5,-3,6,27,-1,25,34,0.3
Cc1cc(NC(=S)Nc2cccnc2)ccc1Br,6,0,1,13,3,1,11,9,88*
COC(=O)c1c(C)[nH]c(C(=O)CN2C(=O)NC3(CCOc4ccccc43)C2=O)c1C (stereo not drawn),-6,-1,2,11,-14,-13,12,7,0.3
COc1ccc(CN2CCCCC2C)cc1OC (stereo not drawn),10,-4,1,-15,-11,0,0,0,-1.4
CCOc1ccc(NC(=O)CSc2nnc(CCNC(=O)c3ccc(OC)cc3)n2C)cc1,24,-3,-4,-7,-6,0,-2,-3,-0.3

# Compounds were not picked by outcome. About 7.2% of those tested had a hit in this group.
